# TrxR1 inh: blocks rat thioredoxin reductase 1; O89049; recombinant rTrxR1, NADPH fluorescence consumption, selenite substrate; Potency, µM (series often up to 114 µM), for inactives: at the top dose activity change, negative = inhibition, most hits filed as inhibitors; hit rate 1% among 390,000; note: potency is the fitted concentration of half-maximal effect; % is set by controls: 0 for no effect and ±100 for the full control effect; nearly all actives have a fitted effect of over 65% in size
# Target sequence (O89049 whole entry, looked up): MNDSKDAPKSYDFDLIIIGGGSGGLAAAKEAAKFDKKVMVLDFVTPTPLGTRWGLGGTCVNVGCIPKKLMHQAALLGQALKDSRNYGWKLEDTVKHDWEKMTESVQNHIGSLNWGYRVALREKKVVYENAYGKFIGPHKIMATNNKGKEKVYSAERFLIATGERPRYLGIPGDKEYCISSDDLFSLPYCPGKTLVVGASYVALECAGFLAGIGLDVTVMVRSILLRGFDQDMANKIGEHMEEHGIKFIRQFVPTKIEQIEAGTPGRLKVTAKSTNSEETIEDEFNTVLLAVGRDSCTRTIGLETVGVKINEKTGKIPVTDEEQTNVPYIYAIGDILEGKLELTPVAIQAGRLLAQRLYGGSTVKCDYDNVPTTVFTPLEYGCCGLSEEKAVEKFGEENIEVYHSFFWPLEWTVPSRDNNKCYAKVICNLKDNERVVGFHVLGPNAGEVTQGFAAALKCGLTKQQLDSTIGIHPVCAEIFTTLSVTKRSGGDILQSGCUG
#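 Rat TrxR1 (90 nM in the dispensed reagent) was pre-reduced with 400 uM NADPH for 5 min at room temperature, then incubated with compound for 15 min. After 400 uM selenite was added, NADPH fluorescence (Ex 340/Em 450 nm) was followed for 8 min.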
# mIDH1 inhibitor: human IDH1 R132H inhibition; IDH1-R132H enzyme, NADPH consumption, diaphorase/resazurin fluorescence; Potency, µM (top dose mostly 76.6 µM), for the others: at the highest dose activity change, negative = inhibition, most hits filed as inhibitors; hit rate 0.093% among 390,000; AID 602179; note: potency is the fitted concentration of half-maximal effect; % is set by controls: 0 for no effect and ±100 for the full control effect; nearly all actives have a fitted effect of over 65% in size
#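 IDH1-R132H (0.5 ug/mL dispensed) in pH 7.5 Tris buffer was preincubated 30 min with compound, then given a substrate mix of 0.016 mM NADPH and 2 mM alpha-KG for 80 min at room temperature; remaining NADPH was read by diaphorase/resazurin fluorescence.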
# GRP78 ERSR act: inducers of ER stress response in human glioma cells; U87-MG GRP78 promoter luciferase reporter, 16 h; Potency, µM, for the others: top-dose activation, most hits filed as activators; hit rate 0.02% among 420,000; AID 602332; note: potency is the fitted concentration of half-maximal effect; series mostly up to about 76 µM; % of control where 0% means no effect; nearly all actives have a fitted effect of over 35% in size
#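 Stably transfected U87-MG glioma cells carrying a GRP78-based luciferase sensor; 16 h compound incubation. Luminescence end-point read 10 min after Bright-Glo addition at room temperature.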
# Vif-A3G inh: inhibitors of Vif-APOBEC3G interaction; AID 602310; HeLa A3G-eYFP + Vif (tagged APOBEC3G with the HIV-1 protein that degrades it), YFP fluorescence, overnight; Q9HC16; Potency, µM (titrated, usually from 46.1 µM), for the others: top-dose activity, negative = active, usual class: inhibitors; hit rate 0.076% among 410,000;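 note: potency is the fitted concentration of half-maximal effect; % is set by controls: 0 for no effect and ±100 for the full control effect; nearly all actives have a fitted effect of over 60% in size; hits raise eYFP signal because A3G escapes Vif-driven loss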
# Target sequence (Q9HC16 whole entry, looked up): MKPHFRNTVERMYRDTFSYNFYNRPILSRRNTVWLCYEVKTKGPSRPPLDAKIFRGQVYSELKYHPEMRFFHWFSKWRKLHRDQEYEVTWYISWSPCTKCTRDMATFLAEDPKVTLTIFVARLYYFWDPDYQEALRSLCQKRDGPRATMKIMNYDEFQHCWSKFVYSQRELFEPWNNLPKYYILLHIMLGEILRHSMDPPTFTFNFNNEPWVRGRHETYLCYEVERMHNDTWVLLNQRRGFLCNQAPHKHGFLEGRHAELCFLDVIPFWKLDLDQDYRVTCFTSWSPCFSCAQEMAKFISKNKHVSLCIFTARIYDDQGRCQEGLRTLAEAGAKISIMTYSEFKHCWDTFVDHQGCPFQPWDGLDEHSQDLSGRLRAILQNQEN
#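 Read-out is eYFP fluorescence (Ex 488/Em 500-530) from Vif-expressing HeLa A3G-eYFP cells; more signal means A3G escaped Vif-mediated degradation. Cells plated overnight, compound pinned in, incubated overnight at 37 deg C.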
# TrxR1 substrate: rat thioredoxin reductase 1 substrate activity; purified TrxR1 substrate turnover, NADPH consumption readout; Potency, µM (doses to about 114 µM), without a hit: top-dose activity change, negative = substrate turnover; hit rate 0.01% among 390,000; AID 588456; note: potency is the fitted concentration of half-maximal effect; % is set by controls: 0 for no effect and ±100 for the full control effect; nearly all actives have a fitted effect of over 50% in size
#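 Rat TrxR1, dispensed at 90 nM, was prereduced with 400 uM NADPH (final) for 5 min at ~22 deg C, then incubated with compound 15 min before 400 uM selenite. A first-read NADPH fluorescence drop versus no-compound background flagged substrates.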
# LDHA inh: inhibitors of human lactate dehydrogenase A; P00338; purified LDHA, NADH/diaphorase-resazurin fluorescence; stronger effect = lower value; activity change, % (values are at about 110 or 230 µM); hit rate 0.15% among 480,000; AID 1347041; in the data active = activity change below about -30%; inconclusive = mostly about -25% to -30%;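 note: plate controls were DMSO wells for no effect and wells without enzyme for full effect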
#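 LDH5 2 nM; NADH 0.06 mM, pyruvate 0.2 mM; 200 mM Tris pH 7.4, EDTA, Tween-20; 5 min RT. Detection: diaphorase 0.133 mg/mL + resazurin 37 µM, fluorescence ex540/em590 at 0 and 20 min; normalized to enzyme-free and DMSO wells.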
# RGS4 inhibitor: blocks human RGS4-accelerated GTP hydrolysis | P49798 | Transcreener GDP fluorescence polarization, RGS4-accelerated GTP hydrolysis | Potency, µM (highest dose often 114 µM), for the others: at the highest dose activity change, negative = inhibition, actives largely listed as inhibitors | hit rate 0.039% among 390,000 | AID 504845; note: potency is the fitted concentration of half-maximal effect; % is set by controls: 0 for no effect and ±100 for the full control effect; nearly all actives have a fitted effect of over 75% in size; some results filed as inactive show a strong effect at the top dose
# Target sequence (P49798 whole entry, looked up): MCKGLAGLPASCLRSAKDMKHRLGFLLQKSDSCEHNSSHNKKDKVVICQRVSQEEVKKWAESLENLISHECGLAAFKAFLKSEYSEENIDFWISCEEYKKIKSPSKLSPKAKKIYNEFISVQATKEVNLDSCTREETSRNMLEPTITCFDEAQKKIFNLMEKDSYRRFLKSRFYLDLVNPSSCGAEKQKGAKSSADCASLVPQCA
#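 MLSMR compounds (23 nl, pin-transferred) preincubated 10 min at room temperature with a 500nM (2x) first reagent, then RGS4 at 900nM (2x) plus Transcreener GDP mix added; fluorescence polarization (620/688 nm) read before and after 90 min at 30 °C.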
# USP1-UAF1 inh: inhibitors of human USP1/UAF1 deubiquitinase; recombinant USP1/UAF1, Ub-Rhodamine cleavage fluorescence; Potency, µM (series often up to 57.1 µM), without a hit: top-dose activity change, negative = inhibition, hits mostly inhibitors; hit rate 0.23% among 390,000; AID 743255; note: potency is the fitted concentration of half-maximal effect; % is set by controls: 0 for no effect and ±100 for the full control effect; nearly all actives have a fitted effect of over 60% in size; inactives centre near -12
#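 USP1/UAF1 complex (1 nM) preincubated 15 min at room temperature with compound, then Ub-Rho substrate (150 nM final) added. Kinetic fluorescence at 480/540 nm over 6 reads at 60 s intervals; 50 mM HEPES pH 7.8, 0.5 mM EDTA, 0.1 mg/ml BSA, 1 mM TCEP, 0.01% Tween-20.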
# Vif-APOBEC3F blk: blocks the Vif interaction with APOBEC3F; HeLa A3F-eYFP + Vif (tagged APOBEC3F with the HIV-1 protein that degrades it), YFP fluorescence increase; hit rate 0.2% among 390,000; AID 602313; Potency, µM (highest dose often 46.1 µM), without a hit: at the highest dose activity, negative = active; note: potency is the fitted concentration of half-maximal effect; % of control where 0% means no effect; nearly all actives have a fitted effect of over 65% in size
#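 HeLa cells stably expressing Vif plus C-terminally eYFP-tagged A3F were seeded, incubated overnight at 37 deg C, dosed with compound, incubated overnight again at 37 deg C. Yellow fluorescence (Ex 488/Em 500-530) reported blocked Vif-mediated A3F-eYFP degradation.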
# An asterisk follows results filed as active; ? = inconclusive; / = not tested or not shown; [ ] = another dose, or the depositor's remark. Unless noted, calls come from the whole dose curve; as a rule, active = well fitted curve in the direction sought with a large enough effect; inconclusive = small, poorly fitted or top-dose-only effect, or another doubt; inactive = no such curve, though single readings can be large; an effect the other way counts as inactive or inconclusive. An excerpt; count on the stated rates, not on these rows.
nr | Structure | TrxR1 inh | mIDH1 inhibitor | GRP78 ERSR act | Vif-A3G inh | TrxR1 substrate | LDHA inh | RGS4 inhibitor | USP1-UAF1 inh | Vif-APOBEC3F blk
1 | COc1cc(OC)cc(-n2c(=O)c3ccccc3n(CC(=O)NCCc3ccc(OC)c(OC)c3)c2=O)c1 | 18% | 17% | -2% | 4% | -1% | -1 | 15% | 3% | 4%
2 | CC1c2ccsc2CCN1C(=O)NC(=O)c1ccc(Cl)cc1 (stereo not given) | 11%[57.1 µM] | 4% | -2% | -1% | 2%[57.1 µM] | -5 | -14% | -15% | 6%
3 | CCNC(=O)c1ccccc1NC(=O)c1cccc(S(=O)(=O)N2CCC(C)CC2)c1 | 0% | -1% | -7% | -1% | -1% | -2 | -14% | -28% | /
4 | CC(C)Nc1cc(N2CCN(C3CCCCC3)CC2)c2noc3c2c1C(=O)c1ccccc1-3 | -8% | -3% | -2% | -2% | -9% | 0 | 0% | -6% | ?
5 | CC1CCN(CCOCCSc2ccc(Cl)cc2)CC1 | 17% | 1% | -1% | 2% | -2% | -15 | 8% | -4% | -5%
6 | Cc1[nH]nc2c1C(CC(C)C)C(C#N)=C(N)O2 (stereo not given) | 13%[57.1 µM] | 14% | 1% | -2% | 0%[57.1 µM] | 1 | -19% | -10% | 7%
7 | COC(=O)CN(c1ccccc1F)S(=O)(=O)c1ccc(C)cc1 | 25%[57.1 µM] | 6% | -1% | 0% | 8%[57.1 µM] | 2 | 16% | -4% | 11%
8 | COc1ccc(C(C(=O)NC(C)(C)C)N(C[C@H]2CC[C@@H]([C@@H]3CC[C@H](CO)O3)O2)C(=O)c2ccccc2)cc1 (stereo not given in full) | 18% | -2% | -2% | -3% | 3% | -8 | 13% | -19% | -4%
9 | CCOC(=O)c1cnc(-n2nc(C)cc2C)nc1NNc1nc(-c2ccccc2)cc(-c2ccccc2)n1 | -13% | 1% | -2% | 1% | -13% | -7 | 1% | 1% | 7.1µM*
10 | COc1cc(OC)c(C2N(c3cc(C)on3)C(=O)C3CCCN32)cc1OC (stereo not given) | 1% | 3% | -2% | 0% | -7% | -3 | -28% | 0% | 3%
11 | Cc1cc(C)n(-c2ccc(NC(=O)C3CCN(Cc4ccccn4)CC3)cc2)n1 | -3% | -11% | 2% | -1% | -3% | -2 | 37% | -7% | 0%
12 | O=C(NCC1CCCN1S(=O)(=O)c1ccccc1)C(=O)NC1CC1 (stereo not given) | -11% | 1% | -5% | 0% | -14% | -4 | 2% | -7% | 4%
13 | O=C(Cn1nc(-c2cccc(Cl)c2)ccc1=O)NCC1COCCO1 (stereo not given) | 7%[57.1 µM] | -4% | -4% | 3% | 2%[57.1 µM] | -1 | 14% | -25% | -1%
14 | COc1cccc(-n2cc(C(=O)Nc3cc(OC)c(OC)c(OC)c3)c3ccccc3c2=O)c1 | 9% | 13% | -1% | -1% | 10% | 3 | -26% | -6% | 11%
15 | O=C(O)c1ccc(N/N=C/c2cc3cc4c(cc3nc2Cl)OCCO4)cc1 | -8% | -14% | -15% | ? | -11% | -19 | ? | -21% | ?
16 | CC(C)c1ccc2c(c1)-c1ccccc1S(=O)(=O)N2CC(=O)N1CCCCC1 | 19% | -20% | 4% | 4% | -2% | 3 | -5% | -19% | -19%
17 | Oc1ccc(/C=N/Nc2ccccc2)cc1 | -4%[57.1 µM] | 3% | 0% | -6% | 5%[57.1 µM] | 18 | ? | -21% | 0%
18 | C[C@H](CO)N1C[C@H](C)[C@@H](CN(C)C(=O)Nc2ccc(F)cc2)Oc2ncc(-c3ccc(F)cc3)cc2C1=O | / | -1% | -1% | -2% | / | 0 | / | -26% | 9%
19 | CN1C(=O)CSc2ccc(NC(=O)NCc3cccnc3)cc21 | 14% | 1% | 0% | 0% | 4% | -5 | 12% | 2% | 1%
20 | CCC(=O)NC(NC(=S)Nc1cccc2cccnc12)C(Cl)(Cl)Cl (stereo not given) | 9% | 2% | -3% | 1% | -2% | 3 | -39% | -10% | 1%
21 | COc1ccc(C(=O)N2CCc3c([nH]c4ccccc34)C2C(F)(F)F)cc1 (stereo not given) | 16% | 1% | -1% | -1% | 2% | -4 | 2% | -14% | 1%
22 | CC1CCCC(NC(=O)COC(=O)[C@@H](NC(=O)c2ccc(F)cc2)C(C)C)C1C (stereo not given in full) | 10%[57.1 µM] | -1% | 0% | 1% | -10% | -5 | 8% | -19% | 6%
23 | CCOC(=O)N1CCN(C(=O)Cc2c(C(=O)O)n(C)c3ccccc23)CC1 | 21%[57.1 µM] | 13% | -4% | -2% | -16%[57.1 µM] | 1 | -23% | -3% | 5%
24 | O=C(COC(=O)Cc1ccccc1[N+](=O)[O-])Nc1nnc(-c2ccccc2)o1 | 10%[57.1 µM] | -10% | 2% | -2% | -9%[57.1 µM] | -4 | -3% | -3% | -27%
25 | Cc1ncc(CO)c(CNc2ccc(Oc3ccccc3)cc2)c1O | 5% | -2% | -3% | 1% | 1% | -3 | 5% | -8% | -14%
26 | O=[N+]([O-])c1cnn(-c2nc(-c3ccccc3)cc(C(F)(F)F)n2)c1 | 23% | -17% | -8% | 1% | -2% | -6 | 10% | -3% | -2%
27 | Cc1ccc(Cl)cc1NC(=O)CN1C(=O)CSc2ccc(S(=O)(=O)N3CCCC3)cc21 | 14% | -1% | -4% | 2% | -9% | -4 | -5% | -7% | 7%
28 | O=C(NCc1n[nH]c(=S)n1-c1ccccc1)c1ccc(S(=O)(=O)N2CCCCC2)cc1 | -20% | -8% | 2% | -1% | 2% | -7 | -3%[11.4 µM] | -4% | 0%
29 | COc1ccc(-c2nc3scc(CCNS(=O)(=O)c4cccc(C(C)=O)c4)n3n2)cc1 | 7%[57.1 µM] | 2% | -2% | 1% | 2%[57.1 µM] | -6 | -10% | ? | 1%
30 | Cc1ccc(CSCC(=O)Nc2ccccc2C(=O)O)cc1 | 13% | -4% | -4% | 0% | 2% | -2 | 8% | -1% | 0%
31 | CCOC(=O)C1CCN(C(=O)CN(c2ccc(OC)c(OC)c2)S(=O)(=O)c2ccccc2)CC1 | 12%[0.457 µM] | 11% | 0% | 2% | 13%[57.1 µM] | -6 | 6% | -26% | -1%
32 | O=C(Nc1nnc(SCc2ccc(F)cc2)s1)c1ccco1 | -5% | 2% | ? | -6% | -2% | -10 | 14% | -6% | -14%
33 | COc1cccc(C2C3=C(N=c4s/c(=C\c5cccc(O)c5)c(=O)n42)c2ccccc2CC3)c1OC (stereo not given) | 1% | 3% | 3% | -8% | 0% | -5 | -17% | -15% | -6%
34 | COc1cc(C(=O)NNC(=O)CCOc2ccccc2)cc(OC)c1OC | 5% | 4% | -4% | 2% | -3% | 0 | -32% | -14% | 0%
35 | O=C(Nc1ccnn1C1CCN(C(=O)c2ccc(F)cc2)CC1)C1CCOC1 (stereo not given) | -3% | 4% | -6% | 2% | -8% | -1 | -1% | -21% | -2%
36 | CCCC(=O)Nc1cc(OC)c(NC(=S)Nc2cccc(C)c2)cc1OC | / | 11% | -2% | -6% | / | 9 | / | -21% | ?
37 | Cc1cc(Br)ccc1NC(=O)C1C2CCC(O2)C1C(=O)O (stereo not given) | 18% | -9% | -1% | 2% | -2% | -4 | -13%[56.9 µM] | -15% | 1%
38 | Cc1ccc2cc(C#N)c(NCCCNC(=O)C3CCCO3)nc2c1 (stereo not given) | ? | 5% | -5% | -1% | 133%[activator] | 12 | 3% | -11% | -7%
39 | Cn1c(NC(=O)c2ccc(Cl)cc2)c(-c2ccccn2)c(=O)c2ccccc21 | 19% | 2% | -5% | -3% | -2% | -5 | 1% | -26% | -1%
40 | CC(C)[C@H](NC(=O)c1ccccc1)C(=O)OCC(=O)N1CC(=O)Nc2ccccc21 | -5% | 1% | 0% | 1% | -6% | -11 | -43% | -10% | 4%
41 | CSc1ccc(S(=O)(=O)Nc2ccc3c(c2)NC(=O)CC3)cc1 | 16% | 2% | -1% | 1% | 5%[57.1 µM] | -1 | 3% | -20% | -4%
42 | COc1ccc(N(C(C)C(=O)Nc2ccc(S(=O)(=O)N3CCOCC3)cc2)S(C)(=O)=O)cc1 (stereo not given) | 14%[57.1 µM] | 9% | -1% | 0% | -3% | -1 | -20% | -12% | 9%
43 | O=C(Nc1cccnc1)c1ccc(-c2cc(Cl)ccc2Cl)o1 | 10%[57.1 µM] | 1% | -2% | -2% | 3%[57.1 µM] | -5 | -7% | ? | -8%
44 | COc1cccc2sc(NN)nc12 | 25%[57.1 µM] | 9% | 0% | 3% | -8% | -2 | -19% | -6% | -19%
45 | Cc1ccc(CCNC(=O)c2ccc(CS(=O)(=O)Cc3ccc(F)cc3)o2)cc1 | 26% | 3% | -6% | 4% | -1% | -8 | 38% | -8% | 4%
46 | C#CCOCCOCCOCCNc1nc(N2CCN(C(=O)[C@H](CCCN=C(N)N)n3cc(C(N)[C@@H](C)CC)nn3)CC2)nc(N2CCN(C(=O)[C@H](CC(N)=O)n3cc([C@@H](N)CC(N)=O)nn3)CC2)n1 (stereo not given in full) | ? | -6% | -1% | -1% | 7%[57.1 µM] | -3 | 19% | -3% | 3%
